Source: PubChem BioAssay (Johns Hopkins Ion Channel Center)
TMEM16A act: TMEM16A chloride channel activators or potentiators, primary screen, cell-based, HTS. Anoctamin-1 (Mus musculus), Q8BHY3. HEK293 TMEM16A/YFP-H148Q/I152L, iodide quench fluorescence; active compounds read low. B-score at 10 µM. hit rate 0.3% among 340,000. AID 623877, 2012;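 active = fluorescence-ratio B-score plate-corrected deviation score at least 3 library SD below zero, with starting fluorescence score within 5 deviations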;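 note: channel opened by trigger with iodide after compound preincubation; score built on the fluorescence ratio of max minus min over baseline; more negative score means more quench and so TMEM16A activation or potentiation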
KCNK3 inh: human KCNK3 channel inhibitors, primary screen, CHO cells, FluxOR thallium flux, B-score; FluxOR fluorescence; active compounds read low; hit rate 0.84% among 340,000; AID 602410, 2012; B-score at 10 µM; Potassium channel subfamily K member 3 (Homo sapiens), O14649;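 active = B-score under library mean minus 4 SD, starting fluorescence ratio at most library mean plus 5 SD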;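 note: more negative B-score means stronger inhibition of thallium flux through KCNK3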
Target sequence (O14649 whole entry, looked up): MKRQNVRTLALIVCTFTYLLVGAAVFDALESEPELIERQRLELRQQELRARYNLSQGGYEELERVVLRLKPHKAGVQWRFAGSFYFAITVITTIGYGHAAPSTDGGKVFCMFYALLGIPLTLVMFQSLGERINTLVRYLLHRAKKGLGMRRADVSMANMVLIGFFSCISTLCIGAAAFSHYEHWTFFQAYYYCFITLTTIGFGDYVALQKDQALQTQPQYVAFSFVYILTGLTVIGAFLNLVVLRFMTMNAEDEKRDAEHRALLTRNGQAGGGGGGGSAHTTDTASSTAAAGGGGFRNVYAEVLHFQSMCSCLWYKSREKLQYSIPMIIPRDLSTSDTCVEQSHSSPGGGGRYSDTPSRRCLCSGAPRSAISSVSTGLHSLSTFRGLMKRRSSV
MrgX1 ag: agonists of human MrgX1 receptor, primary screen, HEK293 cells, Fluo-4 calcium flux. Fluo-4 calcium fluorescence, agonist mode; active compounds read high. B-score at 10 µM. hit rate 0.44% among 310,000;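 active = calcium response B-score plate-corrected fluorescence ratio at least 3 library SD, with starting fluorescence B-score inside 5 SD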
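Test system: Stable human MrgX1 HEK293 cell line | Schedule: Overnight plating before 1 h dye loading | Read-out basis: Baseline-normalised fluorescence change ratio, B-scored | Detection: Kinetic calcium dye fluorescence, Fluo-4 NW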
ANO1 block: TMEM16A chloride channel inhibitors, primary screen, cell-based, HTS; hit rate 1.2% among 310,000; normalized B-score (activity score, 25-100; higher = stronger inhibition) at 10 µM; Anoctamin-1 (Mus musculus), Q8BHY3; HEK293 TMEM16A/YFP iodide influx fluorescence, ionomycin; AID 588511, 2011;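 active = ratio plate-corrected score three or more library SD toward inhibition, starting fluorescence score within five deviations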;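 note: score derived from kinetic fluorescence span divided by baseline fluorescence per well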
KCNQ1 inh: inhibitors of human KCNQ1 channel, primary screen, cell-based, thallium flux, high-throughput; B-score at 10 µM; CHO-K1 KCNQ1, FluxOR thallium flux fluorescence; active compounds read high; hit rate 1.3% among 310,000; Potassium voltage-gated channel subfamily KQT member 1 (Homo sapiens), P51787; AID 2642, 2010;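 active = compounds whose thallium flux B-score, printed positive for inhibition, exceeds three library SD while starting fluorescence stays within three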;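 note: channel opened by potassium depolarization with thallium stimulus after 20 min compound exposure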
RGS4 pot: RGS4 potentiators or activators, primary screen, cell-based, HEK293 M3R inducible RGS4, calcium flux; hit rate 0.92% among 310,000; carbachol calcium flux Fluo4; active compounds read low; B-score at 10 µM;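 active = B-score of the integrated calcium signal more than 4 SD below the library mean, with starting fluorescence not abnormally high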;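 note: negative B-score means reduced calcium response which marks RGS4 activation or potentiation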
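Also added: carbachol at ECmax as muscarinic agonist stimulus; Assay system: HEK293 cells with stable M3R and inducible RGS4; Timing: overnight RGS4 induction, 30 min dye load 37 °C, 20 min compound RT; Measured by: Fluo4-AM (2 µM) calcium-flux fluorescence, kinetic read.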
KCNK9 inh: KCNK9 potassium channel inhibitors, primary screen, HEK293 cells, thallium flux | Potassium channel subfamily K member 9 (Homo sapiens), Q9NPC2 | B-score at 10 µM | hit rate 1.2% among 310,000 | FluxOR thallium flux fluorescence; active compounds read low;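 active = ratio B-score over 3 SD below the library mean, with starting fluorescence within 5 SD of its mean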;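 note: negative B-score means less thallium flux so channel inhibition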
Target sequence (Q9NPC2 whole entry, looked up): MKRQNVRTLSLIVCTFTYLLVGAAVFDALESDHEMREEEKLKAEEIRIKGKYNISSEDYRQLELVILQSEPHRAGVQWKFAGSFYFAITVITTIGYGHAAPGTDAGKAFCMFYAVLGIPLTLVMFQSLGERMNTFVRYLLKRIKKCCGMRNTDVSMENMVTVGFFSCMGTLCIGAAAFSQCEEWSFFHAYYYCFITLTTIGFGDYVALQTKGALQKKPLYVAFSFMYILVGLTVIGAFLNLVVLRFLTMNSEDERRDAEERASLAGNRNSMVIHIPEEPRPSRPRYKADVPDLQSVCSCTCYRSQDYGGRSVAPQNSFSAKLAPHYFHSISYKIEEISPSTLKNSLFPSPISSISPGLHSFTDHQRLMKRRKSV
KCNQ1 act: potentiators or activators of KCNQ1 channel, primary screen, cell-based, thallium flux, high-throughput; AID 2648, 2010; CHO-K1 KCNQ1, thallium flux FluxOR fluorescence; active compounds read high; Potassium voltage-gated channel subfamily KQT member 1 (Homo sapiens), P51787; hit rate 0.35% among 310,000; B-score at 10 µM;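 active = fluorescence ratio B-score, a plate-corrected score, at least three library SD, with initial intensity B-score within 5 SD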
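Schedule – 37 °C overnight plating, 90-min dark dye load, 20-min compound pretreatment · System – stable KCNQ1 CHO-K1 line · Probe or stimulus – thallium- and potassium-containing depolarizing buffer · Measured by – kinetic FluxOR fluorescence, 10 s baseline plus 110 s post-stimulus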
hERG protect: hERG rescue from dofetilide block, primary screen, cell-based, CHO-hERG, FluxOR thallium flux, dofetilide IC70. Voltage-gated inwardly rectifying potassium channel KCNH2 (Homo sapiens), Q12809. dofetilide IC70 present. activation (rescue from dofetilide block), less the hit threshold, % at 10 µM. hit rate 0.51% among 310,000. AID 1511, 2009;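 active = activation above the mean of controls blocked by dofetilide plus 5 SD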;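 note: thallium influx through hERG after potassium depolarization seen as dye fluorescence rise; in these data hits start at about 4.7%; inactives centre near -7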
RGS4 inh: RGS4 inhibitors, primary screen, cell-based, HEK293 M3R inducible RGS4, calcium flux. Regulator of G-protein signaling 4 (Homo sapiens), P49798. Fluo-4 calcium flux; active compounds read high; triggered by carbachol at its EC20. B-score at 10 µM. hit rate 0.45% among 310,000. AID 463165, 2010;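 active = B-score, a plate-corrected calcium signal, over three deviations above library mean, with baseline fluorescence within five deviations of library mean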;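 note: RGS4 expression induced by doxycycline in cells with stable M3 receptor; B-score is computed from the integrated fluorescence ratio over baseline after carbachol; higher B-score means a larger calcium signal and so more RGS4 inhibition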
Target sequence (P49798 whole entry, looked up): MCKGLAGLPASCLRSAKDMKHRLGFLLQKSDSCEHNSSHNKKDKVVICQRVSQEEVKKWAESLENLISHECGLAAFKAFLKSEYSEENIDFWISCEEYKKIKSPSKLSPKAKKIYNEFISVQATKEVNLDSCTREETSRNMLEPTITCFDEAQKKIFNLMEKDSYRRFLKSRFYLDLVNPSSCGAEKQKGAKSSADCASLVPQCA
MrgX1 allo act: positive allosteric modulators of MrgX1, primary screen, HEK293 cells, Fluo-4 calcium flux | Mas-related G-protein coupled receptor member X1 (Homo sapiens), Q96LB2 | FDSS; active compounds read high | B-score at 10 µM | hit rate 0.63% among 310,000 | AID 588675, 2011;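 active = plate-corrected calcium response at least 3 library SD above typical, normal starting fluorescence, not activating the receptor alone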;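 note: compound read alongside a low EC10 to EC30 dose of BAM8-22 agonist; peak minus trough fluorescence over baseline measured at the second addition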
An asterisk follows results filed as active; i = inactive; · = not tested or not shown; & = joins results of further samples.

Every second line gives: KCNK3 inh, RGS4 inh, KCNQ1 act, RGS4 pot, KCNK9 inh, MrgX1 ag, KCNQ1 inh, MrgX1 allo act, TMEM16A act, hERG protect, ANO1 block
CCCCN(C(=O)CSCC(=O)Nc1ccc(C)cc1)c1c(N)n(Cc2ccccc2)c(=O)[nH]c1=O
  i, i, i, i, i, i, i, i, i, -6.5, i
CCCOCCOC(=O)c1[nH]c2c(c1C)C(=O)CC(c1cc(OC)ccc1OC)C2 (stereo not drawn)
  i, i, i, i, i, i, i, i, i, -0.7, i
Cc1ccc(S(=O)(=O)N2CCN(C(C)C(=O)N3CCCc4ccccc43)CC2)cc1 (stereo not drawn)
  i, i, i, i, i, i, i, i, i, -8.8, i
COc1cc(C(=O)N2CCC(O)(c3ccccc3)CC2)cc(OC)c1OC
  i, i, i, i, i, i, i, i, i, -7.7, i
COc1ccccc1-c1nnc2sc(-c3cnccn3)nn12
  i, i, i, i, i, i, i, i, i, -8.7, i
CN1CC(=O)N=C1N
  i, i, i, i, i, i, i, i, i, -5.9&-6.8, i
O=C(c1ccco1)N1CCN(c2ccc(F)cc2)CC1
  i, i, i, i, i, i, i, i, i, -10.0, i
CCCc1cc(=O)n2nc(N3CCC(C(=O)N4CCN(c5ccc(OC)cc5)CC4)CC3)sc2n1
  i, i, i, i, i, i, i, i, i, -11.7, i
COc1ccc(C(=O)N/N=C(\C)c2ccc(NC(=O)Cc3ccccc3)cc2)c(OC)c1
  i, i, i, i, i, i, i, i, i, -6.8, i
O=C(Nc1ccc2c(c1)OCO2)N1CCN(C(=O)C2CCCO2)CC1 (stereo not drawn)
  i, i, i, i, i, i, i, i, i, -15.3, 25*
Cn1c(-c2ccc(F)cc2)cnc1NCc1cccc(F)c1
  i, i, i, i, i, i, i, i, i, -12.3, i
Cc1cccc(N2CCN(C(=O)Cc3cn(C)c4ccccc34)CC2)c1C
  i, i, i, i, i, i, i, i, i, -6.3, i
O=[N+]([O-])c1ccc(N2CCN(c3ccc(O)cc3)CC2)c(Cl)c1
  i, i, i, i, i, i, i, i, i, -7.3, i
O=C(OCc1nc2ccsc2c(=O)[nH]1)c1ccc(Cl)s1
  i, i, i, i, i, i, i, i, i, -12.9, i
CC(=O)OCCc1c(C)nc2nc[nH]n2c1=O
  i, i, i, i, i, i, i, i, i, -5.4, i
CCOc1ccccc1C1C(C#N)=C(N)N(N(C)C)C2=C1C(=O)CCC2 (stereo not drawn)
  i, i, i, i, i, i, i, i, i, 0.8, i
CC(=O)Nc1ccc(OC(=O)N2CCCC2)cc1
  i, i, i, i, i, i, i, i, i, -10.8, i
CCc1cc(=O)oc2c(C)c(OC(C)C(=O)NC3CC(C)(C)NC(C)(C)C3)ccc12 (stereo not drawn)
  i, i, i, i, i, i, i, i, i, -7.2, i
Cc1ccc(C(=O)Nc2nnc(C3=COCCO3)o2)cc1C
  i, i, i, i, i, i, i, i, i, -10.2, i
Cc1csc(NC(=O)C(F)(F)F)n1
  i, i, i, i, i, i, i, i, i, -2.5, i
CS(=O)(=O)N(CC(=O)N1CCCC1)c1cc(Cl)c(Cl)cc1Cl
  i, i, i, i, i, i, i, i, i, -4.7, i
COc1cc(C)nc(N2CCCC(C(=O)NC3CCC(C)CC3)C2)n1 (stereo not drawn)
  ·, i, i, i, i, i, i, i, ·, -1.1, i
COc1ccc(/C=N/NC(=O)CCCOc2ccc(Cl)cc2Cl)cc1
  i, i, i, i, i, i, i, i, i, -4.6, i
Cc1ccccc1NC(=O)COC(=O)/C=C/c1cccc(C(F)(F)F)c1
  i, i, i, i, i, i, i, i, i, -1.0, i
O=C(NC1CCCC1)C(c1ccc(F)cc1)N(Cc1ccccc1Cl)C(=O)CCl (stereo not drawn)
  i, i, i, i, i, i, i, i, i, -4.0, i
Cc1ccc(C)c(N2C(=O)CS/C2=N\NC(=O)c2ccccc2Cl)c1
  i, i, i, i, i, i, i, i, i, -0.1, i
Cn1c(CSCc2ccccc2)n[nH]c1=S
  i, i, i, i, i, i, i, i, i, -8.8, i
CN(C)CCCC(C)(O)C(Cc1ccccc1)c1ccccc1 (stereo not drawn)
  i, i, i, i, i, i, i, i, i, -4.2, i
CS(=O)CCC(NS(=O)(=O)c1ccccc1)C(=O)O (stereo not drawn)
  i, i, i, i, i, i, i, i, i, 2.0, i
O=C(NCc1ccc2c(c1)OCO2)C(=O)NCC1OCCCN1S(=O)(=O)c1cc(F)ccc1F (stereo not drawn)
  i, i, i, i, i, i, i, i, i, -11.0, i
Nc1ccc(S(=O)(=O)Nc2nc3ccccc3o2)cc1
  i, i, i, i, i, i, i, i, i, -1.1, i
CCc1ccc(-c2nc(CN3CCC(C(=O)N4CCN(c5ccccc5)CC4)CC3)c(C)o2)cc1
  i, i, i, i, i, i, i, i, i, -29.9, i
N#CC1=C(C2CC2)CC(c2ccccc2)C(C#N)=C1N (stereo not drawn)
  i, i, i, i, i, i, i, i, i, -1.8, i
COc1ccc(CNc2nc3nc(C)cc(C)n3n2)cc1
  i, i, i, i, i, i, i, i, i, -8.1, i
O=C1c2cccnc2C(Nc2ccc(Br)cc2Br)N1Cc1cccs1 (stereo not drawn)
  ·, i, i, i, i, i, i, i, ·, -4.6, i
Cc1ccc(CN2CCSc3ccc(C(=O)NCC4CCCO4)cc32)cc1 (stereo not drawn)
  i, i, i, i, i, i, i, i, i, -6.0, i
COc1ccccc1N(CC(=O)NCC1CCCO1)C(=O)CNS(=O)(=O)c1ccccc1 (stereo not drawn)
  i, i, i, i, i, i, i, i, i, -15.1, i
O=C(Nc1ccccc1)c1ccc(Br)o1
  i, i, i, i, i, i, i, i, i, -2.5, i
CCN(C(=O)COc1ncnc2ccc(Br)cc12)C1CCS(=O)(=O)C1 (stereo not drawn)
  i, i, i, i, i, i, i, i, i, 0.6, i
CNc1ccc(Br)cc(C(=O)/C=C/c2cc(OC)ccc2OC)c1=O
  i, i, i, i, i, i, i, i, i, -18.1, i
N#Cc1nc(COc2ccc(F)cc2)oc1NCCN1CCOCC1
  i, i, i, i, i, i, i, i, i, -7.9, i
COc1ccc(S(=O)(=O)N2CCN(C(=O)c3ccco3)CC2)c(C)c1C
  i, i, i, i, i, i, i, i, i, -7.3, i
COc1ccc(-c2nnc(SCC(=O)NCCC(C)C)nc2-c2ccc(OC)c(OC)c2)cc1OC
  i, i, i, i, i, i, i, i, i, -10.9, i
CN1CCN(C(=O)C2=C[C@@H](c3coc4ccccc4c3=O)C[C@@H](OCCCCO)O2)CC1
  i, i, i, i, i, i, i, i, i, -5.8, i
Cc1ccc(NS(=O)(=O)c2ccc(-c3csc(C)n3)s2)c(C)c1
  i, i, i, i, i, i, i, i, i, -4.3, i
NS(=O)(=O)c1ccc(Nc2nc(-c3ccc4ccccc4c3)cs2)cc1
  i, i, i, i, i, i, i, i, i, -9.4, i
O=C(Nc1ccccc1)C1CC(O)CN1S(=O)(=O)c1ccc([N+](=O)[O-])cc1 (stereo not drawn)
  i, i, i, i, i, i, i, i, i, -7.1, i
Cc1cccc(NC(=S)NCC(C)CSc2ccc(Cl)cc2)c1 (stereo not drawn)
  i, i, i, i, i, i, 9*, i, i, -26.5, 25*
COC(=O)c1sc(SC)nc1N
  ·, i, i, i, i, i, i, i, ·, -10.7, i
CC(=O)Nc1nnc(SCC(=O)NC2CCCC2)s1
  i, i, i, i, i, i, i, i, i, -5.9, i
Cc1ccc2nc(/C(C#N)=C/c3ccc(-c4cccc([N+](=O)[O-])c4)o3)[nH]c2c1
  i, ·, ·, ·, ·, i, ·, i, i, ·, i
Cc1cc(C)nc(N2CCCC(C(=O)NC(C)CCc3ccco3)C2)n1 (stereo not drawn)
  i, i, i, i, i, i, i, i, i, -12.7, i
CCOC(CCNC(=O)c1cn(CCOC)c(=O)c2c1c1ccccc1n2C)OCC
  i, i, i, i, i, i, i, i, i, -6.8, i
CC(C)Nc1nc(NC(C)C)nc(N(C#N)CCOc2ccc(Cl)cc2Cl)n1
  -12*, i, i, -7.76*, -7.94*, i, 14*, i, i, -4.3, i
O=C(c1ccncc1)N(c1ccc2oc3c(c2c1)CCCC3)S(=O)(=O)c1ccc(F)cc1
  i, i, i, i, i, i, i, i, i, -11.8, i
Cc1ccc(N(C(=O)Cn2nnc(-c3ccccc3)n2)C(C(=O)NC2CCCCC2)c2ccccn2)cc1C (stereo not drawn)
  i, i, i, i, i, i, i, i, i, -3.2, i
N#C/C(=C/c1cccc([N+](=O)[O-])c1)c1nnc2n1CCCCC2
  i, i, i, i, i, i, i, i, i, -6.2, i
Cc1cc(NC(=O)CSc2nnc(C3COc4ccccc4O3)n2C)no1 (stereo not drawn)
  i, i, i, i, i, i, i, i, i, -7.4, i
O=C(NC1CCCCC1)C(c1ccc(F)cc1)N(C(=O)Cc1ccsc1)c1ccc(F)cc1 (stereo not drawn)
  i, i, i, i, i, i, i, i, i, -9.4, i
CC(C)(C)CC(=O)N[C@@H](Cc1ccccc1)c1nc2ccccc2[nH]1
  i, i, i, i, i, i, i, i, i, -5.2, i
C/C(=N\Nc1cc(N2CCOCC2)ncn1)c1ccccc1
  i, i, i, i, i, i, i, i, i, -1.6, i
O=S(=O)(c1ccc2nnn(O)c2c1)N1CCCCC1
  i, i, i, i, i, i, i, i, i, -11.1, i

The order is random, and some 6.3% of all compounds hit somewhere here.
